# Assay outcomes deposited in PubChem BioAssay by several laboratories.
# TROY NFkB inh = blocks TROY-dependent signaling in reporter cells; hit rate 0.98% among 360,000; Q293 LMP1-TROYcd NF-kB luciferase reporter, 4 h; inhibition, % at 10 µM;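 active = compounds whose plate-normalised and pattern-corrected inhibition of the luciferase reporter signal at the single screening dose is 50% or more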
# EBV LMP1 NFkB = Epstein-Barr LMP1 NF-kappaB reporter inhibition; AID 504558; LMP1-induced NF-kappaB luciferase reporter cells, luminescence; hit rate 0.69% among 350,000; inhibition, % at 12.5 µM; in the data active = inhibition above about 41%;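 note: 0% = neutral control wells and 100% = reference inhibitor control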
# CF NFkB inh = inhibitors of cystic fibrosis induced NF-kB. KKLEB NF-kB-GFP reporter, PAF-induced, GFP fluorescence overnight. inhibition, % at 5 µM. hit rate 0.86% among 360,000;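 active = at least 50% inhibition at 5 µM, scaled per plate between neutral and stimulator controls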;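 note: PAF is a Pseudomonas aeruginosa culture filtrate used as stimulus; plate controls were PAF-stimulated DMSO wells for no effect and unstimulated DMSO wells for full effect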
# NR5A2 inv ag = inverse agonists of human LRH-1 (NR5A2); hit rate 0.13% among 360,000; O00482; HEK293T StAR-luciferase reporter, LRH-1 transfected, 24 h; inhibition, % at 3.6 µM;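 active = inhibition above the mean inhibition of all tested compounds plus 3 SD, cut at about 73% in these data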;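 note: 0% = DMSO wells and 100% = reporter-only cells lacking LRH-1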
# TWEAK Fn14 block = inhibitors of TWEAK-Fn14 interaction signaling | inhibition, % at 10 µM | TWEAK-stimulated Fn14 reporter cells, luciferase luminescence, 8 h | hit rate 2% among 360,000; in the data active = inhibition above about 50%
# KKLEB tox = CF airway cell cytotoxicity counter-screen; hit rate 0.36% among 360,000; KKLEB CF airway cells viability, ATPlite luminescence, overnight; stronger effect = lower value; cells stimulated with P. aeruginosa culture filtrate; activity change (cytotoxicity), % at 5 µM; AID 602141;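 active = corrected activity change at or below -50% at 5 µM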
# Shn3 inh set2 = Schnurri-3 reporter inhibition in Clone20 osteoblasts; inhibition, % at 12.5 µM; hit rate 0.52% among 360,000; Clone20 osteoblast Shn3 3'UTR firefly luciferase, 24 h;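 active = mean inhibition of at least 75% with every replicate also reaching 75%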;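 note: 0% = median of neutral control wells and 100% = pilot-screen positive control compound; some compounds past the cut are filed as inactive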
# SRC1 inh = inhibitors of human steroid receptor coactivator 1 (SRC1). Q15788. HEK293 GAL4-SRC1 luciferase reporter, luminescence. inhibition, % at 3.6 µM. hit rate 0.12% among 360,000;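 active = inhibition above the campaign mean plus 3 SD, with each screening campaign given its own cutoff, cut at about 60% in these data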;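 note: 0% = DMSO treated cells and 100% = gossypol at 36 µM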
# NR2F2 inh = inhibitors of human COUP-TFII (NR2F2) | P24468 | HEK293T NGFI-A luciferase reporter, luminescence | inhibition, % at 8.6 µM | hit rate 0.7% among 370,000 | AID 686940;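 active = inhibition above a per-plate cutoff, mean inhibition of test wells between control levels plus 3 SD, cut at about 38% in these data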;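 note: cells cotransfected with COUP-TFII expression vector driving the NGFI-A reporter; 0% = median of COUP-TF2 test wells and 100% = reporter-only cells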
# TRAIL sens C8 = caspase-8 TRAIL sensitization | hit rate 1% among 360,000 | inhibition (viability loss, TRAIL sensitization), % at 10 µM | NB7+C8 cells + TRAIL, ATPlite viability luminescence;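 active = compounds causing at least 50% loss of cell viability in the single-dose screen, relative to plate controls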
# SRC3 inh = human NCOA3 inhibition; Q9Y6Q9; HEK293 GAL4-SRC3 luciferase reporter, luminescence; inhibition, % at 3.6 µM; hit rate 0.17% among 360,000; AID 588352;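 active = inhibition above a per-campaign cutoff, the mean of all compounds plus 3 SD, cut at about 60% in these data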;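 note: 0% = DMSO-treated cells and 100% = gossypol-treated cells at 36 µM; higher means less SRC3-driven luciferase light from the GAL4 reporter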
# Target sequence (Q9Y6Q9 whole entry, looked up, the tested form may be a part): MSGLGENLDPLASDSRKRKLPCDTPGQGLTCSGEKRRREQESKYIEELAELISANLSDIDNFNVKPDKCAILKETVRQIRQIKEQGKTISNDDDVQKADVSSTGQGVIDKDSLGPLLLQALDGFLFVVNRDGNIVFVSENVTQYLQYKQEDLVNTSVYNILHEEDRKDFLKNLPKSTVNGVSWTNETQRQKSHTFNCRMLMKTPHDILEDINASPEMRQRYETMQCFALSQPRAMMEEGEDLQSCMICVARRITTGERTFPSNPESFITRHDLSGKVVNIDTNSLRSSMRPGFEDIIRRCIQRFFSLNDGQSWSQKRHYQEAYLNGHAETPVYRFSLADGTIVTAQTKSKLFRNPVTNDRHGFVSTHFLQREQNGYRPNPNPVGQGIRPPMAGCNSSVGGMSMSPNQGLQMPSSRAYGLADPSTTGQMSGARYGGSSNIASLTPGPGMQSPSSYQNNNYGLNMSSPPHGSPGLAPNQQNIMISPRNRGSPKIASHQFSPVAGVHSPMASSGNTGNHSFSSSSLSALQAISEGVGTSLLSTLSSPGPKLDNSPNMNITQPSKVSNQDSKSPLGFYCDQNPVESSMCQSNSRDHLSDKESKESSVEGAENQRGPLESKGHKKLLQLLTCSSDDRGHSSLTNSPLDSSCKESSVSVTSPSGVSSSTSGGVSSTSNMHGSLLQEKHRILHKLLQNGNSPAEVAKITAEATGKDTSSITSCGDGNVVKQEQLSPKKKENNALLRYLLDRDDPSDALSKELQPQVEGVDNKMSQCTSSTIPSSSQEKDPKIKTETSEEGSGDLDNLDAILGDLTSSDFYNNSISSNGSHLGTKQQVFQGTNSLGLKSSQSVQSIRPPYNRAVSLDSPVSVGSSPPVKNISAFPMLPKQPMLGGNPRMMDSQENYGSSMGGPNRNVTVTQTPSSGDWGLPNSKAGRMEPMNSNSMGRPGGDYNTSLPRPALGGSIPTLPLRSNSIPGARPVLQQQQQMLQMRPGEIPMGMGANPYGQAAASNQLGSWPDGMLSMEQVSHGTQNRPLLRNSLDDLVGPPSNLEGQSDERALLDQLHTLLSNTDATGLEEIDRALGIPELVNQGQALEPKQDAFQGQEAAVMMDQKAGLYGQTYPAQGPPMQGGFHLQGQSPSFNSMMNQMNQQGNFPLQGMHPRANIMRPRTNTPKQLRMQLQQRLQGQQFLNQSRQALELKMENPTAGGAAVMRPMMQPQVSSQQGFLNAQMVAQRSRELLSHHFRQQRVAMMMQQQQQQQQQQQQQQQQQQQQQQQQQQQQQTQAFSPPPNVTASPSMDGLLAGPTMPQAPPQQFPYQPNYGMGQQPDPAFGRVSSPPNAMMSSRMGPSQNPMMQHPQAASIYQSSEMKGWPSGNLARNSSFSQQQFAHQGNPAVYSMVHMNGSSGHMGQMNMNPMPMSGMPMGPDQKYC
# Starred values were filed as active, the others as inactive; . = not tested or not shown.
SMILES,TROY NFkB inh,EBV LMP1 NFkB,CF NFkB inh,NR5A2 inv ag,TWEAK Fn14 block,KKLEB tox,Shn3 inh set2,SRC1 inh,NR2F2 inh,TRAIL sens C8,SRC3 inh
Cc1nnc(SCC(=O)c2cc(C)n(-c3c(C)n(C)n(-c4ccccc4)c3=O)c2C)s1,-22,-7,-22,34,10,-2,-18,-6,11,15,4
CCOC(=O)c1c(NC(=O)c2c(C)noc2C)sc2c1CCCCC2,-13,0,5,19,8,7,7,-2,.,-19,1
O=C(C1CCCN(S(=O)(=O)c2cccc3nsnc23)C1)N1CC=C(c2ccccc2)CC1 (stereo not given),27,18,9,3,51*,-4,63,2,33,13,19
O=C(CCCNC(=O)c1ccc(Cl)cc1)Nc1ccccc1C(F)(F)F,3,8,10,0,9,9,-22,16,9,-3,8
COc1ccccc1NS(=O)(=O)c1cccc(NC(=S)NCCN2CCOCC2)c1,2,-6,-22,13,11,14,-27,11,-15,-14,21
CCC(=O)Nc1cccc(-c2nc3ccc(C)cc3o2)c1,-42,-28,-24,-74,-4,2,-7,-20,1,16,-59
COc1ccc(OCC(=O)Nc2ccc3c(c2)nc(CCN2CCN(C)CC2)n3C)cc1,-38,4,-3,-5,-3,-10,0,-3,-3,-6,7
CCOC(=O)c1cnn(-c2cc(C)c3ccccc3n2)c1N,-58,-19,-19,8,-21,8,-7,-16,6,9,-16
Nc1nc2nc(-c3ccc(F)cc3)cc(C(F)(F)F)n2n1,3,-9,-8,-12,-6,-13,-9,6,11,-13,18
c1ccc(OCc2nnc(-c3ccccc3)o2)cc1,-53,-30,10,-46,-31,-7,-52,-30,-48,1,-44
Cc1ccc(-c2noc(-c3ccccc3C(=O)NCc3ccco3)n2)cc1,-38,0,-17,-11,-9,0,-34,-28,7,25,-12
CCOC(=O)C(=CNc1cc(C)nn1-c1ccc(Cl)cc1)C(=O)OCC,43,12,3,5,1,-1,.,-10,12,7,26
CCOC(=O)CNc1ncnc2nc[nH]c12,-3,0,-8,0,6,-4,-12,-4,8,-15,13
CC(=O)c1ccc(C(=O)N2CCCC(N3CCN(c4ccc(F)cc4)CC3)C2)s1 (stereo not given),-8,-3,23,-1,29,-9,-7,-23,12,-3,-16
CCCCCC(C)NC(=O)c1ccoc1C (stereo not given),-8,-2,6,-19,-6,-3,7,-8,15,-14,-24
O=C(CSc1nc(=O)n(CCCN2CCOCC2)c2c1CCCC2)Nc1ccccc1Cl,8,-14,6,6,13,20,-2,-11,-10,-5,-15
O=C(NCCCn1ccnc1)c1ccc(Cl)cc1,3,-7,-12,-2,13,-3,.,-10,1,0,-4
O=C(Nc1ccc(C(=O)N2CCCC2)cc1)c1ccc2c(c1)OCO2,-3,-5,-2,-60,-10,7,-16,-3,-33,-7,-29
COc1cc(OC)c2cc(C(=O)N[C@@H](Cc3ccccc3)C(=O)O)n(C)c2c1,-14,-1,-11,-2,0,5,-3,-2,8,-6,-14
CCCNC(=O)Nc1cc(OC)c(OC)cc1Cc1nccc2cc(OC)c(OC)cc12,-2,-4,-16,-5,-17,1,-5,4,-8,-11,-3
Cn1c(=O)c2c(ncn2CC(COCc2ccccc2Cl)OCc2ccccc2Cl)n(C)c1=O (stereo not given),-8,-3,-8,17,12,-4,13,2,-4,-6,10
CCN1CCN(c2nc3c(c(=O)[nH]c(=O)n3C)n2CCCSc2ncccn2)CC1,10,2,-7,10,14,-5,1,6,1,11,8
O=C(CN1C(=O)c2ccccc2C1=O)Nc1cccc(Cl)c1,-15,9,3,11,-14,-2,9,-16,-15,-12,1
CCOc1ccc(S(=O)(=O)N2CCCCC2)cc1NC(=O)CSCc1c(C)noc1C,1,4,-12,-9,1,1,0,2,-18,-10,1
CN(/N=C/c1ccncc1)C1=NCCN1,-8,4,16,-10,2,1,-10,-56,-2,9,-4
COc1cc(C)ccc1OCC(=O)OCC(=O)c1ccc[nH]1,-15,-7,-4,1,10,-2,6,-12,-20,-22,-4
CC(=O)N1CCN(C(=O)c2ccc(Cl)c(NC(=O)c3cccs3)c2)CC1,-13,0,7,4,1,-6,-5,-8,0,1,7
COCCCNC(=O)c1cn(C)c(=O)c2c1c1ccccc1n2C,7,-2,-2,-2,8,-9,-14,-5,0,-2,4
COC(=O)Nc1nc2ccc(Sc3ccccc3)cc2[nH]1,-18,-8,46,-22,-14,23,-32,-80,-10,24,-68
Cc1sc2ncnc(SCC(=O)Nc3ccc(S(=O)(=O)N4CCOCC4)cc3)c2c1C,12,11,-31,0,3,-2,-2,2,6,-2,2
CCOC(=O)c1c(-c2ccccc2)csc1NC(=S)NC(=O)c1ccccc1,7,-2,26,-3,58*,-7,-2,0,9,23,-4
O=C(Nc1nnc(-c2ccco2)s1)C1CCCCC1,17,-28,-5,-122,-3,5,-80,-79,-24,-2,-79
COc1ccc(-c2nc(CSCC(=O)N3CCC(C(N)=O)CC3)c(C)o2)cc1OC,2,12,1,-11,-2,-8,4,-5,-20,-5,11
COc1cccc(C2CC(c3ccccc3)=NN2S(=O)(=O)c2ccccc2)c1OC (stereo not given),-5,9,-7,-5,-9,15,76,-9,2,0,-23
Fc1ccc(OCCOCCN2CCNCC2)cc1,10,0,14,-4,-4,2,-89,-51,2,-25,7
CCOC(=O)c1[nH]c(C)c(CN(CCc2ccccc2)C(=O)CCC(=O)O)c1C,3,0,5,4,-12,7,-2,-5,-14,-6,3
O=C(c1cc(COc2ccc(F)cc2Cl)on1)N1CCc2ccccc2C1,-10,4,-38,-1,-31,-3,-11,5,-14,-2,13
O=C(CN1CCN(c2ccc(O)cc2)CC1)Nc1ccc(S(=O)(=O)N2CCCC2)cc1,2,6,-7,0,9,17,26,6,9,-8,-6
CCOC(=O)c1cc(C#N)c(SCC(=O)c2cc(C#N)c(SC)nc2C)[nH]c1=O,9,-2,16,10,-1,4,-7,10,-13,-5,-1
Cc1cc(C(=O)NNC(=O)c2ccc(Cl)cc2Cl)c(C)o1,-9,2,12,-7,10,-5,-10,-28,-10,11,-16

# Some entries already given, reduced to Shn3 inh set2.
Structure | Shn3 inh set2
COc1cc(OC)c2cc(C(=O)N[C@@H](Cc3ccccc3)C(=O)O)n(C)c2c1 | -3
CCCNC(=O)Nc1cc(OC)c(OC)cc1Cc1nccc2cc(OC)c(OC)cc12 | -5

# Next section
SMILES,TROY NFkB inh,EBV LMP1 NFkB,CF NFkB inh,NR5A2 inv ag,TWEAK Fn14 block,KKLEB tox,Shn3 inh set2,SRC1 inh,NR2F2 inh,TRAIL sens C8,SRC3 inh
Clc1cccc(Nc2nc(-c3ccncc3)nc3ccccc23)c1,21,-5,64*,-7,-2,-42,12,5,20,37,-26
O=C1OC[C@H]2CCCC[C@@H](CO)ON12,-13,-17,8,-5,21,3,-1,-78,-1,-7,-5
O=C(NCc1ccco1)c1ccc(-c2csnn2)cc1,-9,2,-15,-9,-1,2,-16,11,5,-2,5
COc1ccc(-c2oc(NC(=O)CSc3ncn[nH]3)c(C#N)c2-c2ccc(OC)cc2)cc1,19,-2,42,5,22,2,-29,-4,.,-5,-6
CCOc1ccccc1NC(=O)C1C2C=CC(O2)C1C(=O)O (stereo not given),-4,3,4,-14,2,0,13,-1,6,-8,11
COc1ccc(C(=O)NCc2ccc(Cl)cc2)cc1S(=O)(=O)N1CCCC1,-8,1,9,4,2,16,-2,-1,-2,11,-3
Fc1ccc(-c2ccnn2-c2ccccc2)cc1,-33,0,-8,3,3,2,-40,-2,1,-12,-15
CCc1nc(Nc2ccncc2)c2oc3ccccc3c2n1,-15,-28,-60,-9,-65,-4,-9,36,-30,16,11
COc1cccc(N2CC(NS(=O)(=O)c3ccc(Cl)cc3)CC2=O)c1 (stereo not given),1,9,-29,-8,-6,5,-3,8,-21,4,7
CCOc1ccc(OCC)c(NC(=O)C2CCN(S(=O)(=O)c3cccc4nonc34)CC2)c1,5,-12,4,11,-7,9,1,10,-7,-15,12
COc1cccc(-c2cc(C(=O)NCC3CCCO3)c3ccccc3n2)c1 (stereo not given),-4,3,-8,3,-4,0,-1,2,0,-2,-2
O=C(CSc1nnc(-c2ccco2)o1)c1ccccc1Cl,-47,-13,8,-24,4,-8,-16,-15,-33,-9,-19
COCCN(C(=O)COC(=O)Cc1ccc(Cl)cc1)c1c(N)n(Cc2ccccc2)c(=O)[nH]c1=O,7,-8,14,8,-24,-7,-5,0,-4,-24,-2
O=C(CCCCC(=O)NN=Cc1ccccc1O)NN=Cc1ccccc1O,-8,27,29,-15,-13,-25,83,25,-2,3,5
Cc1ccc(-c2cc(C(F)F)nc(S(C)(=O)=O)n2)cc1,18,-9,51*,-11,30,-33,70,-11,-13,1,7
Cc1cc(C)n(-c2ccc(C(=O)OCC(=O)Nc3ccc(Cl)c(S(=O)(=O)N(C)C)c3)cc2)n1,7,0,-12,-2,-27,8,25,5,0,-4,6
CCN1C(=O)CC(Sc2ccccc2N)C1=O (stereo not given),8,-1,-6,15,-15,4,-7,0,26,2,16
COc1ccc(N=Nc2ccc(O)c(P(=O)(c3ccccc3)c3ccccc3)c2)cc1,14,5,-9,-3,2,8,8,5,-7,16,21
Cc1cccnc1CCNC(=O)CCc1nnc(-c2ccccc2)o1,-10,3,-2,5,-12,6,0,10,1,-4,-2
CC(C)(Oc1ccc(Cl)cc1)C(=O)OCc1nc2ccsc2c(=O)[nH]1,-8,-2,2,2,-19,1,-9,12,-14,18,-19
C=CCNc1cnn(-c2ccc(C)cc2)c(=O)c1Cl,-7,-12,10,-143,22,-1,-36,-158,-50,1,-71
O=C(c1ccco1)N1CCN(C(=O)c2ccc(Cn3cc(Br)cn3)o2)CC1,20,8,6,-4,-10,0,7,8,7,-7,-13
COc1ccccc1NC(=O)COC(=O)c1ccc2c(=O)n3c(nc2c1)CCC3,-4,-5,-9,-3,13,5,5,6,-1,9,6
O=C(CNS(=O)(=O)c1ccc(Br)cc1)N1CCN(c2ccc(F)cc2)CC1,1,6,6,-2,6,-1,-2,-20,12,-6,-4
CC(=O)Nc1ccc(Nc2nc3ccccc3n3cnnc23)cc1,-2,2,-46,11,-3,4,-7,-13,-24,10,2
CCOc1ccc(CN(C)C(=O)c2cc3ccccc3o2)cc1OC,-1,6,12,22,-4,0,4,-9,-1,8,4
Cc1oc(-c2ccccc2F)nc1CS(=O)(=O)CC(=O)NCCCN1CCc2ccccc2C1,-9,-2,16,4,-4,3,-2,-6,9,4,1
CCC(C)(NC(=O)c1ccc(=O)[nH]c1)C(=O)NC1CCCC1 (stereo not given),-1,-4,1,0,-2,-1,3,-12,-15,-6,-2
COc1ccccc1N1CC(C)(C)C(=O)N(C(=O)c2ccc(C)cc2)C1=S,14,11,24,-16,-31,-13,-21,-31,8,-13,-7
CCOC(=O)Cc1csc(NC(=O)CSc2nnc(-c3ccc(F)cc3)o2)n1,-28,3,0,-9,-21,4,2,-22,-9,16,3
Cc1cc(C)cc(OCC(=O)OCC(=O)NCc2cccs2)c1,17,-1,-5,19,3,10,6,18,7,-10,12
Cc1ccc2c(c1)c(C1=NC(=S)NC1=O)c(O)n2C,-35,2,-105,0,-55,3,-14,3,30,5,4

# This is a subset; count on the stated rates, not on these rows.
